Source: PubChem
TRPC6 act: mouse TRPC6 channel activators, primary screen, cell-based, HEK293, membrane potential dye; HEK293-TRPC6 membrane potential dye fluorescence; stronger effect = higher value; Short transient receptor potential channel 6 (Mus musculus), Q61143; B-score at 10 µM; 310,000 tested, 0.13% active;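 active means B-score of the integrated fluorescence ratio above library mean plus 3 SD, and starting fluorescence ratio within library mean plus 5 SD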;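 further: higher score means more depolarization so channel activation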
Target sequence (Q61143 whole entry, looked up): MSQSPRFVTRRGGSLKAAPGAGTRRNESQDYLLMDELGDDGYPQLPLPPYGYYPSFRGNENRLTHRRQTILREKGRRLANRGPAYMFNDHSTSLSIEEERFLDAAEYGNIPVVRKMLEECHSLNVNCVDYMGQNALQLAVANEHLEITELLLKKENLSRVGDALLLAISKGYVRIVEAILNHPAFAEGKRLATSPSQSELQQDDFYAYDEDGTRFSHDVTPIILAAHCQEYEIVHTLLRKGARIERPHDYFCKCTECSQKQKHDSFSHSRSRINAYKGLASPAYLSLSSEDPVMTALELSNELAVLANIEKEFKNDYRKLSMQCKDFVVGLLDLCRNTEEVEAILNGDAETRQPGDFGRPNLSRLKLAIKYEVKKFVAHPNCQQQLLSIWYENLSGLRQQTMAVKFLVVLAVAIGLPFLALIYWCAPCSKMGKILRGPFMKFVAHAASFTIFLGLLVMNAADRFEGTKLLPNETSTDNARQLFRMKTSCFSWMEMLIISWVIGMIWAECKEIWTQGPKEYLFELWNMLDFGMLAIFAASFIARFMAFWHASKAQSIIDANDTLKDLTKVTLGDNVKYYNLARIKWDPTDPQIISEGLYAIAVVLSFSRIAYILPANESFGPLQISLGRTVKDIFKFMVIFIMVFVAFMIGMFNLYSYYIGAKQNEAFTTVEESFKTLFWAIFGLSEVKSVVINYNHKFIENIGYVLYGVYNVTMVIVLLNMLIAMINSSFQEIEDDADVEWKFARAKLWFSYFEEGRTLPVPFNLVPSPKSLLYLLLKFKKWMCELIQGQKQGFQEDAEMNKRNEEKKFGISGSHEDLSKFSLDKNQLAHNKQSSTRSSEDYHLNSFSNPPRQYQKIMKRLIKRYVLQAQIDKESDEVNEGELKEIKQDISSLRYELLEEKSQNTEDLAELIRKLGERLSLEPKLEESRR
RGS4 block: RGS4 inhibitors, primary screen, cell-based, HEK293 M3R inducible RGS4, calcium flux; B-score at 10 µM; AID 463165, 2010; Regulator of G-protein signaling 4 (Homo sapiens), P49798; Fluo-4 calcium flux; stronger effect = higher value; triggered by carbachol at its EC20; 310,000 tested, 0.45% active;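 active means B-score, a plate-corrected calcium signal, over three deviations above library mean, with baseline fluorescence within five deviations of library mean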;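 further: RGS4 expression induced by doxycycline in cells with stable M3 receptor; B-score is computed from the integrated fluorescence ratio over baseline after carbachol; higher B-score means a larger calcium signal and so more RGS4 inhibition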
Platelet DG rel: inhibitors of platelet dense granule secretion, primary screen, cell-based, MLPCN, human platelets; human platelet-rich plasma, SFLLRN dense granule ATP release, luminescence; inhibition, %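 (compounds screened at 7.5 µM in platelet-rich plasma)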; AID 1663, 2009; 300,000 tested, 0.22% active;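 active means mean replicate score, as percent of positive control, at or above 50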
TRPC6 inh: mouse TRPC6 channel inhibitors, primary screen, cell-based, HEK293, membrane potential dye. AID 2553, 2010. B-score at 10 µM. 310,000 tested, 1.1% active. ACh-evoked depolarization; stronger effect = lower value. Short transient receptor potential channel 6 (Mus musculus), Q61143;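 active means B-score under library mean minus 3 SD, initial fluorescence not abnormally high, positive integrated signal ratio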;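 further: B-score derived from integrated fluorescence ratio over the kinetic read; more negative B-score means stronger inhibition of depolarization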
MrgX1 ag: agonists of human MrgX1 receptor, primary screen, HEK293 cells, Fluo-4 calcium flux. Mas-related G-protein coupled receptor member X1 (Homo sapiens), Q96LB2. AID 588627, 2011. 310,000 tested, 0.44% active. B-score at 10 µM. Fluo-4 calcium fluorescence, agonist mode; stronger effect = higher value;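 active means calcium response B-score plate-corrected fluorescence ratio at least 3 library SD, with starting fluorescence B-score inside 5 SD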
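times = overnight plating, then 30 min 37 °C plus 30 min room-temperature dye loading | assay system = stable human MrgX1 HEK293 cell line | input = fifteen thousand cells per well | signal = kinetic calcium dye fluorescence, Fluo-4 NW | dosing = compound delivered in addition one of three | read-out = B-scored fluorescence response ratio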
RGS4 act: RGS4 potentiators or activators, primary screen, cell-based, HEK293 M3R inducible RGS4, calcium flux; carbachol calcium flux Fluo4; stronger effect = lower value; B-score at 10 µM; 310,000 tested, 0.92% active;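 active means B-score of the integrated calcium signal more than 4 SD below the library mean, with starting fluorescence not abnormally high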;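 further: negative B-score means reduced calcium response which marks RGS4 activation or potentiation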
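Test system: HEK293 cells with stable M3R and inducible RGS4; also added: carbachol at ECmax as muscarinic agonist stimulus; schedule: dye loading 30 min 37 °C, buffer rest 30 min RT; technique: kinetic calcium fluorescence imaging with Fluo4-AM dye, 2 µM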
HIF act: HIF pathway transcriptional activators, primary screen, cell-based, U2OS HRE-luciferase, luminescence; activation, % at 7.5 µM (by protocol); 300,000 tested, 0.32% active; U2OS HRE-luciferase reporter; normalized: DMSO 0%, desferrioxamine 100%;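 active means mean activation of at least 10% of the iron chelator positive control signal, with at least half of replicates also reaching 10%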
MrgX1 antagonist: antagonists of human MrgX1 receptor, primary screen, HEK293 cells, Fluo-4 calcium flux | Mas-related G-protein coupled receptor member X1 (Homo sapiens), Q96LB2 | BAM8-22 antagonism; stronger effect = lower value | B-score at 10 µM | 310,000 tested, 1.3% active | AID 588676, 2011;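 active means calcium-response B-score plate-corrected more than 3 library SD below zero, starting fluorescence within 5 deviations, no agonist response on first addition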;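 further: peak minus trough fluorescence over baseline after final BAM8-22 challenge near maximal dose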
TRPC4 block: inhibitors of mouse TRPC4 channel, primary screen, Fluo4 calcium, HEK293 TRPC4beta/mu-opioid cells. DAMGO-evoked Fluo4 calcium flux; stronger effect = lower value. AID 2247, 2010. B-score at 10 µM. 300,000 tested, 0.39% active;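 active means B-score over 3 SD under the library average, no early fluorescence shift, positive overall ratio signal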
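Assay system – HEK293 line stably carrying TRPC4beta and mu-opioid receptor · Doses – single dose · Detection – Fluo4 calcium-dye fluorescence, kinetic read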
SKKanGAS inh: S. pyogenes SKKanGAS growth inhibitors in kanamycin, primary screen, streptokinase expression inhibitor project, SKKanGAS strain, BacTiter-Glo luminescence | 6 h | inhibition, % at 7.5 µM | 300,000 tested, 1.3% active | AID 1662, 2009;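 active means mean replicate score, as percent of positive control median, at least 50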;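 further: strain carries kanamycin resistance gene driven by streptokinase promoter and grows in 40 µg/ml kanamycin; loss of luminescence reflects streptokinase promoter inhibition or plain growth inhibition; 0% = median of DMSO wells and 100% = positive control at its reference dose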
MrgX1 PAM: positive allosteric modulators of MrgX1, primary screen, HEK293 cells, Fluo-4 calcium flux; 310,000 tested, 0.63% active; Mas-related G-protein coupled receptor member X1 (Homo sapiens), Q96LB2; FDSS; stronger effect = higher value; AID 588675, 2011; B-score at 10 µM;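 active means plate-corrected calcium response at least 3 library SD above typical, normal starting fluorescence, not activating the receptor alone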;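 further: compound read alongside a low EC10 to EC30 dose of BAM8-22 agonist; peak minus trough fluorescence over baseline measured at the second addition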
* hit, by the source's call; i = inactive; x = not tested or not shown.

Structure	TRPC6 act	RGS4 block	Platelet DG rel	TRPC6 inh	MrgX1 ag	RGS4 act	HIF act	MrgX1 antagonist	TRPC4 block	SKKanGAS inh	MrgX1 PAM
COc1ccc(Cl)cc1NC(=O)c1nnn(CC(=O)Nc2ccc3c(c2)OCO3)c1N	i	i	1.6	i	i	i	0.1	i	i	2.7	i
Cc1n[nH]c(=S)n1-c1ccc(Cl)cc1	i	i	-10.9	i	i	i	0.0	i	i	-5.0	i
CS(=O)(=O)c1ccc(Cl)c(NC(=O)Cc2c(Cl)cccc2Cl)c1	i	i	-1.8	i	i	i	-0.2	i	i	1.3	i
CN1CCN(c2ccccc2NC(=O)c2cc3c(s2)-c2ccccc2OC3)CC1	i	i	-0.9	i	i	i	0.0	i	i	2.3	i
CCOc1ccc(S(=O)(=O)Nc2ccc(C(=O)NCCCN3CCOCC3)cc2)cc1	i	i	-1.9	i	i	i	0.1	i	i	-0.1	i
Cn1nc(C(F)(F)F)c(CNC(=O)C(C)(C)CCl)c1N1CCOCC1	i	i	6.2	i	i	i	0.1	i	i	1.1	i
CC12CCC(C(=O)n3c1nc1ccccc13)C2(C)C (configuration not stated)	i	i	-5.9	i	i	i	-0.5	i	i	-1.8	i
Cc1ccccc1N1CCN(c2ccc(NC(=O)C3CCCCC3C(=O)O)cc2)CC1 (configuration not stated)	i	i	6.1	i	i	i	-0.2	i	i	1.6	i
CC(C)NC(=O)/C(C#N)=C\c1ccc(N(C)C)c(Br)c1	i	i	-5.9	i	i	i	0.5	i	i	1.6	i
Cn1nc([N+](=O)[O-])c2c(-c3nc4ccccc4s3)c(N)n(C3CCCCC3)c2c1=O	i	i	4.5	i	i	i	-0.4	i	i	2.4	i
COC(=O)C1=C(C)N(c2ccc(Cl)cc2)/C(=C/c2ccc(O)cc2)C1=O	i	i	5.9	i	i	i	-0.9	i	i	0.2	i
CCN1C(=O)S/C(=C/c2ccc(Oc3ccc([N+](=O)[O-])cn3)c(OC)c2)C1=O	i	i	3.6	i	i	i	0.1	i	i	14.6	i
Cc1cccc(CSc2nc3c(c(=O)[nH]2)CCC3)c1	i	i	0.1	i	i	i	0.4	i	i	7.9	i
CCCCc1cc(=O)oc2c(C)c(OCC(=O)N3CCCC3)ccc12	i	i	-10.4	i	i	i	-0.5	i	i	-5.9	i
Cn1ncc([N+](=O)[O-])c1C(=O)Nc1cccc(Cl)c1	i	i	-2.7	i	i	i	-22.7	i	i	2.7	i
Cc1ccc(C(=O)COC(=O)CN2C(=O)C3C4CCC(C4)C3C2=O)cc1C (configuration not stated)	i	i	-1.7	i	x	i	-2.4	x	i	-2.7	x
CSc1ccc(CNCc2ccc3c(c2)OCO3)cc1	i	i	-3.8	i	i	i	1.6	i	i	-10.3	i
COc1ccc(NCc2nnc(SCc3ccc(Cl)cc3)n2-c2ccccc2)cc1	i	7.96*	1.4	i	i	i	-0.1	i	i	27.6	i
O=C(CSc1nc2ccccc2s1)Nc1ccc2c(c1)oc1ccccc12	i	i	-1.6	i	i	i	1.3	i	i	1.3	i
CCn1nc(C)c(CNC(=O)Nc2ccccc2C(=O)OC)c1C	i	i	6.5	i	i	i	-0.4	i	i	0.7	i
COc1ccc(C2SCCN2C(=O)c2ccc([N+](=O)[O-])cc2)cc1 (configuration not stated)	i	i	-3.5	i	i	i	0.1	i	i	18.6	i
Cc1ccccc1OCC(=O)NNC(=O)c1ccc(-n2cncn2)c([N+](=O)[O-])c1	i	i	-6.8	i	i	i	-0.2	i	i	-5.0	i
CC(C(=O)Nc1sc2c(c1C(=O)NCC1CCCO1)CCC2)N1C(=O)c2ccccc2C1=O (configuration not stated)	i	i	2.4	i	i	i	-0.1	i	i	10.0	i
CCc1nnc(NC(=O)CSc2ncc(-c3ccccc3)[nH]2)s1	i	i	-5.4	i	i	i	1.0	i	i	-4.9	i
CN1CCN(C(=O)/C=C/c2ccc(Cl)cc2)CC1	i	i	7.4	i	i	i	0.3	i	i	0.0	i
CCC(=O)Nc1cccc(NC(=O)CN2CCN(c3ccccc3OC)CC2)c1	i	i	-0.2	i	i	i	-0.4	i	i	0.1	i
Cc1cc(Br)ccc1OCC(=O)NNC(=O)CCc1ccccc1	i	i	-9.6	i	i	i	0.4	i	i	-0.9	i
C/C(=C\c1cccc(Cl)c1)C(=O)c1c(C)cc(C)[nH]c1=O	i	i	9.7	i	i	i	-0.6	i	i	-4.4	i
Cc1nc2ccccc2c(=O)n1/N=C/c1cn(-c2ccccc2)nc1-c1cccs1	i	i	-2.1	i	i	i	4.3	i	i	19.0	i
CCN1CCN(c2ccc(S(=O)(=O)N3CCCCC3)cc2NC(=O)c2ccc(OC(F)F)cc2)CC1	i	i	0.6	i	i	i	-16.1	i	i	0.1	i
CC1CC(C)CN(C(=O)COC(=O)Cc2ccc(Cl)cc2)C1 (configuration not stated)	i	i	-3.9	i	i	i	-25.4	i	i	-5.7	i
COc1ccc(NC(=O)COC(=O)/C=C/c2ccccc2[N+](=O)[O-])cc1OC	i	i	-6.7	i	i	i	-0.2	i	i	-3.9	i
Cc1nnc(SC(C)C(=O)N2CCc3ccccc32)s1 (configuration not stated)	i	i	-2.9	i	i	i	0.2	i	i	0.4	i
O=c1[nH]c2cccc(Cl)c2n(CCNc2ncc(C(F)(F)F)cc2Cl)c1=O	i	i	-7.9	i	i	i	-0.4	i	i	0.9	i
CC(=O)N1CCOc2ccc(S(=O)(=O)NCc3ccccc3Cl)cc21	i	i	13.7	i	i	i	0.0	i	i	0.5	i
O=C1NC(=O)C2(COC(c3cccnc3)OC2)S1 (configuration not stated)	i	i	2.1	i	i	i	0.0	i	i	2.8	i
O=C(O)c1ccc(S(=O)(=O)N(Cc2ccccc2)Cc2ccccc2)cc1	i	i	-3.4	i	i	i	0.0	i	i	-0.2	i
Cc1ccc2nnn(Cc3cccc(C(C)(C)C)c3O)c2c1	i	i	0.2	i	i	i	-0.6	i	i	11.4	i
Cc1ccc(SC[C@H](Cc2ccccc2)N2CC[C@@H](NC(=O)OCc3ccccc3)CCC2=O)cc1	i	i	-7.1	i	i	i	0.5	i	i	16.8	i
Cc1sc(NC(=O)c2ccco2)c(C(c2ccccc2)N2CCC(C)CC2)c1C (configuration not stated)	i	i	-1.4	i	i	i	-0.9	i	i	23.2	i
O=C(CSc1nnc(CCCN2C(=O)c3cccc4cccc(c34)C2=O)n1-c1ccccc1)N1CCN(CCO)CC1	i	i	8.1	i	i	i	0.1	i	i	-3.8	i
Cc1cc(C(=O)COc2ncnc3sccc23)c(C)n1C	i	i	0.7	i	i	i	2.0	i	i	4.4	i
Cc1ccccc1NC(=O)Cc1nnc(N)s1	i	i	7.1	i	i	i	-0.3	i	i	32.7	i
COc1ccc(NC(=O)Nc2ccc(F)c(Cl)c2)cc1	i	i	1.7	i	i	i	2.3	i	i	4.3	i
Cc1ccc(N/N=C(\C#N)C(N)=S)c(C)c1	i	i	5.6	i	i	i	0.2	i	i	59.9*	i
O=C(CN1C(=O)c2ccc([N+](=O)[O-])cc2C1=O)NCCC1=CCCCC1	i	i	3.7	i	i	i	0.5	i	i	-0.5	i
COc1ccc(N(CC(C)C)S(=O)(=O)c2nnc(NC(=O)CC(C)C)s2)cc1	i	i	-2.3	i	i	i	0.6	i	i	8.2	i
O=C(O)CN1C(=O)/C(=C\c2cc(Br)ccc2OCc2ccccc2F)SC1=S	i	i	6.0	i	i	i	0.5	i	i	68.1*	i
Nc1cc2nsnc2cc1Br	i	i	-2.3	i	i	i	0.1	i	i	6.1	i
O=[N+]([O-])c1ccc(OCc2cn([C@@H](CO)c3ccccc3)nn2)c(Br)c1	i	i	17.6	i	i	i	0.3	i	i	-4.4	i
O=C(CN1C(=O)COc2ccccc21)NCCCN1CCCCC1	i	i	-9.7	i	i	i	-0.2	i	i	15.6	i
COc1ccc(CN2CCNC(=O)C2CC(=O)N(C)Cc2ccon2)c(F)c1 (configuration not stated)	i	i	-6.5	i	i	i	-0.2	i	i	4.0	i
Nc1nc(SCc2ccccc2)ns1	i	i	-2.8	i	i	i	6.7	i	i	2.5	i
Cc1cccc(C)c1N(CC(=O)N1CCCC1)S(C)(=O)=O	i	i	0.7	i	i	i	0.2	i	i	-0.8	i
COc1ccc(NC(=O)C(c2ccc(OC)cc2)N(C)C(=O)CNC(C)=O)cc1 (configuration not stated)	i	i	-5.5	i	i	i	0.4	i	i	2.1	i
CCOc1ccccc1CN1CCN(CCCn2cccn2)CC1CCO (configuration not stated)	i	i	0.3	i	i	i	-0.1	i	i	-5.9	i
COc1cccc(NC(=O)[C@H](CC(C)C)NC(=O)[C@@H]2Cc3ccccc3CN2)c1	i	i	-2.2	i	i	i	0.4	i	i	-1.6	i
CC(=O)c1c(C)[nH]c(C(=O)COC(=O)c2ccc3c(=O)n4c(nc3c2)CCC4)c1C	i	i	2.7	i	i	i	-0.6	i	i	1.6	i
O=S(=O)(Cc1ccccc1Cl)N1CCN(Cc2ccc3c(c2)OCO3)CC1	i	i	20.2	i	i	i	-0.2	i	i	-2.8	i
Cc1ccccc1NS(=O)(=O)c1cccc(C(=O)Nc2cccc(C(=O)O)c2)c1	i	i	7.9	i	i	i	0.1	i	i	2.0	i
O=C(NCCCN1CCC(Cc2ccccc2)CC1)C1CCN(S(=O)(=O)N2CCC3(CC2)OCCO3)CC1	i	i	2.0	i	i	i	0.3	i	i	11.1	i
